HTT aggregate: reduces HttQ103-GFP aggregates in PC12 cells; PC12 HttQ103-GFP aggregates, Acumen cytometry, 40 h; hit rate 1.1% among 220,000; Potency, µM (highest dose often 46.1 µM), inactives show at the top dose activity change, negative = inhibition, usual class: inhibitors; further: potency means the concentration at half of the fitted maximal effect; on the % scale 0 is the no-effect control and ±100 the full control effect; nearly all actives have a fitted effect of over 60% in size
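Aggregates are detected as GFP objects 1–25 µm with signal 6 STDEV over background in lysates of induced PC12 cells. These carry Huntingtin exon 1 with 103 glutamines fused to GFP under an ecdysone promoter; compounds titrated.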
CBFb RUNX1 block: inhibitors of human CBF-beta and RUNX1 interaction; Potency, µM (titrated, usually from 59.8 µM), without a hit: at the highest dose activity, negative = inhibition, hits mostly inhibitors; 230,000 tested, under 10 active; Q01196+Q13951; AlphaScreen CBFb-His/RUNX1-biotin binding, biochemical; further: % of control where 0% means no effect
Target sequence (Q01196 whole entry, looked up): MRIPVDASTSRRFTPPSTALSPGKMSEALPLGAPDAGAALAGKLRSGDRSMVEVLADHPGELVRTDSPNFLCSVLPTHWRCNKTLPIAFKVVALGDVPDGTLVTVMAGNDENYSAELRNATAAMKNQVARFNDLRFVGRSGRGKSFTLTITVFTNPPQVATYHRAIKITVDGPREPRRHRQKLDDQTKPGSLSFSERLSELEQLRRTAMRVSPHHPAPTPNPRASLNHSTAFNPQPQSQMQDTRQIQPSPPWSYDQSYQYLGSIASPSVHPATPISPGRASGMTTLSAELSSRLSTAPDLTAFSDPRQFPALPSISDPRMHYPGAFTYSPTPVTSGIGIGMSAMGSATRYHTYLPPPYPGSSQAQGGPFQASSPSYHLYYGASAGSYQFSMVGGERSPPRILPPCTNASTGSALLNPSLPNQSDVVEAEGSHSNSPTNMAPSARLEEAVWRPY
Target sequence (Q13951 whole entry, looked up): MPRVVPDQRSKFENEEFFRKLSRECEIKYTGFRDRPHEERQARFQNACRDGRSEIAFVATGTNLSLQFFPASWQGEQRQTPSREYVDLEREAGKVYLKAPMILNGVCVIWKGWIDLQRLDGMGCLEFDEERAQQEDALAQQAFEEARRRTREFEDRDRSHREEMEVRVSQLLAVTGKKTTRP
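Inhibition was taken as any reduction in AlphaScreen signal from the CBF-beta–RUNX1 pair (His and biotin tags, 30 nM each), measured after compound (15 min) and bead (90 min) incubations at room temperature.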
IMPase Li inh: cell-permeable IMPase inhibitors with lithium potentiation; CHO-M1 cells, IP1 TR-FRET (IP-One), carbachol + lithium; Potency, µM (doses to about 59.4 µM), without a hit: at the top dose activity, negative = IMPase inhibition, usual class: inhibitors; hit rate 0.35% among 210,000;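 further: IP1 builds up when IMPase is blocked and the TR-FRET signal falls; potency means the concentration at half of the fitted maximal effect; plate controls were basal vehicle for no effect and high inhibitor control for full effect; nearly all actives have a fitted effect of over 50% in size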
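IP1 accumulation measured by competitive TR-FRET in lysed CHO-M1 cells after 30 min compound exposure at 37C, with a small lithium addition to potentiate weak responses. Hill-equation AC50 from ratio and donor-channel data.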
KinaseGlo FLuc: blocks Kinase-Glo luciferase, a counter-screen artifact; Q27757; Kinase-Glo luciferase, ATP luminescence, 8 min; Potency, µM (series often up to 38.3 µM), inactives show at the top dose activity change, negative = inhibition, actives largely listed as inhibitors; hit rate 0.28% among 200,000; further: potency means the concentration at half of the fitted maximal effect; on the % scale 0 is the no-effect control and ±100 the full control effect; nearly all actives have a fitted effect of over 60% in size
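Light output from Kinase-Glo luciferase with luciferin and 10 uM ATP in 50 mM imidazole pH 7.2, KCl, MgCl2, Tween 20, BSA; compound pin-delivered, 8-min ambient incubation, then luminescence read.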
HTT cytoprotect: protects HTT-Q103 PC12 cells, measured by ATP; Potency, µM (highest dose often 56.4 µM), for inactives: cytoprotection (ATP increase), most hits filed as activators; hit rate 0.14% among 230,000; PC12 HTT-Q103 induced, cytoprotection, ATP luminescence, 40 h; AID 1471;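 further: potency means the concentration at half of the fitted maximal effect; % of control where 0% means no effect; nearly all actives have a fitted effect of over 45% in size; toxic huntingtin expression switched on by the ecdysone agonist tebufenozide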
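PC12 cells with ecdysone-inducible HTT exon 1 Q103-GFP, induced with 100 nM tebufenozide and co-treated with library compounds in a dose series (1536-well, 1500 cells/well). Cytoprotection read as ATP content by ATPlite luminescence.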
LMNA splice mod: LMNA splicing modulation. HeLa LMNA splicing GFP/RFP minigene ratio, 48 h. Potency, µM (titrated, usually from 46.1 µM), for inactives: top-dose ratio change, negative = inhibition, hits mostly inhibitors. hit rate 0.01% among 200,000. AID 1487; active means well fitted inhibition curve with a large enough effect in the signal ratio, with a control signal flat, not every such curve was filed as active; inconclusive means small, poorly fitted or top-dose-only effect, or effect the other way, or a change in a side signal; the % refers to the signal ratio; further: potency means the concentration at half of the fitted maximal effect; on the % scale 0 is the no-effect control and ±100 the full control effect
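S3 HeLa cells stably expressing lamin A-EGFP splicing minigene plus DsRed2, 600 cells/well, 48 h compound exposure at 37C. Laser-scanning cytometry; analysed as GFP (500-530 nm)/RFP (575-640 nm) total intensity ratio; 0.5% DMSO vehicle.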
SMN2 splice enh: enhancers of SMN2 splice variant expression. HEK293 SMN2-luciferase splicing reporter, luminescence, 30-36 h. hit rate 2.8% among 210,000. Potency, µM (titrated, usually from 46.1 µM), for the others: at the highest dose activity change, positive = activation, hits mostly activators; further: potency means the concentration at half of the fitted maximal effect; % of control where 0% means no effect; nearly all actives have a fitted effect of over 55% in size
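HEK293 cells carry an SMN2 […]–luciferase reporter in which exon 7 inclusion puts luciferase in frame. Cells were plated 10-12 h before compound addition, then incubated 30-36 h at 37C. ONE-Glo luminescence was read; sodium butyrate at 4.5 mM final served as control.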
* hit, by the source's call; ? = inconclusive; . = no result given; & = joins results of further samples; [ ] = remark or other dose. Unless noted, the call rests on the fitted dose curve; in most records, active means well fitted curve in the direction sought with a large enough effect; inconclusive means small, poorly fitted or top-dose-only effect, or another doubt; inactive means no such curve, though single readings can be large; an effect the other way counts as inactive or inconclusive.

SMILES	HTT aggregate	CBFb RUNX1 block	IMPase Li inh	KinaseGlo FLuc	HTT cytoprotect	LMNA splice mod	SMN2 splice enh
CC1CCc2nc(NC(=O)CN3CCN(c4ccc(F)cc4)CC3)sc2C1 (stereo not given)	-47%	-17%	12%[38.3 µM]	-1%	-8%	?	-9%
O=C(O)CCC(=O)Nc1ccc(Oc2ncnc3cc(Cl)ccc23)nc1	-4%[9.22 µM]	13%	.	.	23%[10 µM]	.	.
Clc1ccc2oc(-c3ccccc3)nc2c1	-13%	8%	12%[38.3 µM]	7%	-13%	-3%	?
COc1ccccc1NC(=O)CN1C(=O)C(C)Oc2ccccc21 (stereo not given)	1%	2%	1%[38.3 µM]	1%	6%	4%	2%
Cc1ccc(-c2noc(N=O)c2NO)cc1	43%[9.22 µM]	3%	.	.	17%[10 µM]	.	.
COc1cc(-c2nc(-c3ccc4c(c3)-c3ccccc3S4(=O)=O)c(-c3ccccc3)[nH]2)cc(OC)c1OC	-23%	-5%	-3%[38.3 µM]	1%	-21%	-10%	29%
CCN(CC)S(=O)(=O)c1cc(OC)c(C)cc1C	20%	1%	-4%	2%	-22%	.	2%
CCN(CC)C(=O)Oc1ccc2c(=O)c(-c3ccc(OC)cc3)coc2c1	-6%	-3%	3%[38.3 µM]	-2%	-53%[inhibitor][0.074 µM]	?	-12%
CCCc1cc(=O)[nH]c(SCCCCN2C(=O)c3ccccc3C2=O)n1	9%	1%	14%	5%	5%[10 µM]	.	6%
COCc1c(C(=O)N/N=C/C2CC=CCC2)nnn1-c1nonc1N (stereo not given)	-13%	-4%	-3%	0%	-27%[10 µM]	-1%	7%
COc1ccc(N(C(=O)c2ccco2)S(=O)(=O)c2cc(OC)ccc2OC)cc1	14%	2%	30%[38.3 µM]	1%	-18%	-19%	24%
COC(=O)C1C(=O)C2=C(CC1C)Nc1ccccc1NC2c1cccs1 (stereo not given)	10%	2%	6%	-1%	.	.	2%
c1ccc2sc(N3CCCN(Cc4nc(-c5cnccn5)no4)CC3)nc2c1	-6%[9.22 µM]	-7%	3%	4%	-13%[10 µM]	22%[46 µM]	.
COc1ccc(/C=C/C(=O)Nc2cc(C)nn2-c2nc3ccccc3[nH]2)cc1	-32%	5%	16%	-4%	-30%[10 µM]	-24%	11µM*
O/N=C/c1cn(-c2ccccc2)nc1-c1ccc2c(c1)OCCO2	-8%	-4%	10%[38.3 µM]	-5%	-11%	?	13%
Cc1cc(C)n(CCCNC(=O)c2ccc(S(=O)(=O)NCc3ccco3)cc2)n1	-8%	-2%	21%[38.3 µM]	0%	-9%[10 µM]	-15%	15%
Cc1c(Cl)cccc1NC(=O)CSC(N)=O	2%[9.22 µM]	-1%	0%	-4%	-25%	8%[46 µM]	12%
COc1cc(OC)c2ccc(=O)oc2c1C(CC(=O)N1CCCC1)c1ccc(N(C)C)cc1 (stereo not given)	-5%[9.22 µM]	-15%&0%	.	.	-20%[10 µM]	.	.
O=C1N=C(N2CCOCC2)CS1	-19%	8%	5%	-1%	2%[10 µM]	-5%	8%
N#Cc1c(N2CCN(C(=O)c3ccccc3Cl)CC2)nc(-c2ccccc2)c2c1CCCC2	?	15%	13%[38.3 µM]	7%	-26%	7%	-12%
C/C(Cl)=C/CSc1nc2c(c(=O)[nH]c(=O)n2C)n1C(C)C	-4%	2%	9%[38.3 µM]	-3%	1%[10 µM]	9%	14%
Cc1c(NC(=O)/C=C/c2cn(-c3ccccc3)nc2-c2ccccc2)c(=O)n(-c2ccccc2)n1C	-27%	-3%	14%[38.3 µM]	-6%	-29%	-15%	-10%
CC/C=C\C/C=C\C/C=C\C/C=C\C=C\C(O)CCCC(=O)O (stereo not given)	.	1%	16%	-2%	2%	.	1%
Cc1ccc(CCn2c3c(c4ccccc42)CN(C)CC3)cn1	-25%	1%	30%[38.3 µM]	2%	-2%	-12%	14%
CCn1nnc(NC(=O)C(C)(c2ccccc2)c2ccccc2)n1	4%[9.22 µM]	1%	8%	-4%	13%[10 µM]	-3%[46 µM]	.
Clc1ccc(COc2ccccc2-c2ccnc3ncnn23)cc1	2%	10%	14%	-4%	-37%[10 µM]	?	?
COc1ccc(CCNC(=O)CSc2nnc(-c3ccc(F)cc3)o2)cc1OC	-12%	3%	8%[38.3 µM]	-3%	2%	?	-6%
CC(CCc1ccccc1)NC(=O)Cc1ccccc1 (stereo not given)	-15%	3%	0%	-1%	.	11%	18%
NNC(=O)c1ccc2nc(-c3ccc(Br)cc3)cn2c1	-11%	-4%	0%	-2%	-75%[inhibitor]	.	11µM*
O=S1(=O)N=C(N2CCN(c3ccc(F)cc3)CC2)c2ccccc21	20%[1.84 µM]	5%	20%[38.3 µM]	9%	-2%	5%	-18%
CCN(CC)C(=O)CSc1nc(O)c(Cc2ccccc2)c(=O)n1-c1ccc(C)cc1	17%[9.22 µM]	1%	.	.	1%[10 µM]	.	.
Cc1ccc(N2C(=O)[C@@H]3[C@H](C2=O)[C@H]2C=CC=NN2[C@@H]3C(=O)Nc2ccc(Cl)cc2)cc1	22%	-14%	-13%[38.3 µM]	0%	-11%	8%	-2%
COc1ccc(C(=O)N=C2CCC(C#N)=C3c4cc(OC)c(OC)cc4CCN23)cc1	10%	2%	-3%	1%	17%[10 µM]	-8%	11%
COc1cc(NC(=O)c2ccc(CNc3c(N4CCOCC4)c(=O)c3=O)cc2)cc(OC)c1	15%	3%	7%[38.3 µM]	3%	6%	-5%	11%
Cc1cc(NC(=O)CSCCO)no1	-10%	-1%	-7%[38.3 µM]	2%	-3%	-2%	-6%
CCOC(=O)C1(CCc2ccccc2)CCN(Cc2ccc(O)cc2)CC1	-7%[9.22 µM]	0%	20%	1%	-3%[10 µM]	?	.
CC1(OC(=O)CCc2ccccc2)C(=O)C=C2C=C(c3ccc(C#N)cc3)N(CCc3c[nH]c4ccccc34)C=C2C1=O (stereo not given)	-8%[9.22 µM]	?	9%	-5%[7.66 µM]	27%&1%[10 µM]	13%[9.22 µM]	5%[9.22 µM]
CNC(=O)N(C1=NCCCCC1)c1ccc(Br)cc1	-10%	7%	10%	2%	7%[10 µM]	-7%	8%
COCCNC(=O)CN(c1ccc(OC)c(OC)c1)S(=O)(=O)c1ccc(C)cc1	-6%	1%	-4%[38.3 µM]	1%	19%	-7%	-14%
COC(=O)C1CCN(C(=O)c2ccc(Cl)c(S(=O)(=O)NCc3cccnc3)c2)CC1	3%	3%	3%[38.3 µM]	0%	-9%[10 µM]	6%	5%

A stretch from the list above, for reference:
SMILES	HTT aggregate	CBFb RUNX1 block	IMPase Li inh	KinaseGlo FLuc	HTT cytoprotect	LMNA splice mod	SMN2 splice enh
COCCNC(=O)CN(c1ccc(OC)c(OC)c1)S(=O)(=O)c1ccc(C)cc1	-6%	1%	-4%[38.3 µM]	1%	19%	-7%	-14%
COC(=O)C1CCN(C(=O)c2ccc(Cl)c(S(=O)(=O)NCc3cccnc3)c2)CC1	3%	3%	3%[38.3 µM]	0%	-9%[10 µM]	6%	5%

(more compounds)
SMILES	HTT aggregate	CBFb RUNX1 block	IMPase Li inh	KinaseGlo FLuc	HTT cytoprotect	LMNA splice mod	SMN2 splice enh
COc1cccc2c1C(=O)c1ccc3ccccc3c1C2=O	0%	-5%	15%[38.3 µM]	10%	-19%[10 µM]	-4%	16µM*
Cc1ccc(C(=O)Nc2ccc(Br)cc2)cc1S(=O)(=O)Nc1ccccn1	-14%	-4%	2%	3%	20%[10 µM]	-5%	-18%
FC(F)(F)c1nc2ccccc2nc1N/N=C/c1ccc(Cl)cc1	-22%	?	9%[38.3 µM]	4%	-24%	11%	6%
Cc1ccccc1NC1=NC(C)(C)N=C(N)N1	22%	1%	25%[38.3 µM]	-7%	-16%[10 µM]	-5%	0.22µM*
c1ccc(CSc2nnc(Cc3ccccc3)o2)cc1	18%	-2%	-3%	-2%	6%[10 µM]	.	?
Cc1ccc2nc(SCc3nnc(-c4ccccc4)o3)[nH]c2c1	-10%	-5%	-16%[38.3 µM]	-3%	-17%	3%	-20%
CCc1nnc(NC(=O)c2ccc(Cl)c(S(=O)(=O)N3CCc4ccccc43)c2)s1	-23%	-17%	19%[38.3 µM]	2%	7%	?	-46%[inhibitor]
CCOc1ccccc1C1CC(=O)Nc2cc(OC)c(OC)c(OC)c21 (stereo not given)	2%	-6%	-10%[38.3 µM]	1%	-8%	5%	1%
COCCCn1c(Cc2csc(Nc3ccccc3)n2)nnc1SCC(N)=O	10%	-1%	-4%	1%	13%[1.9 µM]	-10%	-1%
COC(=O)C1=C(C)NC(C)=C([N+](=O)[O-])[C@H]1c1ccccc1C(F)(F)F	.	-15%[21.7 µM]	10%	0%	-10%	.	.
Clc1ccc(CNc2nc(CN3CCOCC3)nc3scc(-c4ccccc4)c23)cc1	3%	-4%	16%	1%	0%[10 µM]	?	-29%
CC1Cc2nc(SCC(=O)NC3CCCCC3)n(C)c(=O)c2S1 (stereo not given)	16%	0%	23%[38.3 µM]	-4%	6%[1.9 µM]	20%	-5%
Cc1ccc(S(=O)(=O)N(C)c2ccc(OCC(=O)NCc3ccco3)cc2)cc1	12%	-4%	31%[38.3 µM]	-2%	16%	3%	3%
Cc1cc(SCC(=O)N/N=C/c2ccc(O)cc2O)c(C)cc1Br	7.9µM*	-3%	35%[activator][38.3 µM]	-3%	-26%	?	-5%
Cc1cc(C)n(-c2ncccc2[N+](=O)[O-])n1	1%[9.22 µM]	2%	.	.	6%[10 µM]	.	.
COc1ccc(OCC(=O)N/N=C/C=C/c2ccccc2)cc1	-28%	2%	-2%	-5%	6%[10 µM]	0%	9%
CCOC(=O)C(=O)NNc1ccc(F)cc1	2%[9.22 µM]	5%	.	.	3%[10 µM]	.	.
CCCCc1ccc(NC(=O)CN2NS(=O)(=O)c3ccccc3C2=O)cc1	22%	2%	35%[activator][38.3 µM]	-4%	-13%	-20%	0%
COc1ccc(C)cc1NC(=O)CCCN1C(=O)CCC1=O	9%	2%	-15%[38.3 µM]	-5%	-10%[10 µM]	8%	15%
CN(C(=S)NC(=O)c1ccc(Br)o1)c1ccccc1	-6%	-5%	-4%	3%	?	5%	5%
O=C(O)[C@@H](O)c1ccc(F)cc1	.	.	4%	-6%[7.66 µM]	-3%[10 µM]	.	-9%[9.22 µM]
Cc1ccc2c(c1)c(-c1ccccc1)nc1nnnn12	14%[9.22 µM]	10%	9%	-1%	11%[10 µM]	14%[46 µM]	-10%
CC(C)(C)c1cnnn1-c1ccc(C=O)cc1	-8%	11%	-3%	-3%	0%[10 µM]	3%	-8%

From PubChem
